# Screens from PubChem BioAssay.
# MgcRacGAP inhibition: MgcRacGAP GTPase-activating activity inhibitors, confirmation, biochemical, ADP Hunter fluorescence. inhibition, % at 30 µM, or IC50 in µM where a hit was titrated. MgcRacGAP-stimulated Rac1 GTP hydrolysis, ADP Hunter fluorescence; higher % means a stronger effect; GST-tagged Rac1 F28L mutant substrate. 0.6% of 340,000 active;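 active means first-screen hits whose inhibition reached a set limit at any dose in the follow-up dose series; inconclusive means inhibition above the set first-screen limit but never retested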;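 further: fluorescence reports GDP produced by GAP-driven GTP hydrolysis; strong numbers were not always called active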
# Dengue-2 NS5 capping: Dengue-2 NS5 methyltransferase inhibitors, primary screen, biochemical, confirmation dose response (AID 588689); inhibition, % at 25 µM; hits with a dose series show IC50 in µM; Dengue-2 NS5 methyltransferase capping enzyme assay, biochemical; higher % means a stronger effect; 0.3% of 340,000 active; in the data active means a potency from the dose series; inconclusive means inhibition above about 29% without an active follow-up result
# NTR1 ag: NTR1-driven beta-arrestin-GFP spot formation – imaging, U2OS cells, high content, primary screen (AID 493036); 0.17% of 330,000 active; agonist mode; activation, % at 20 µM; P30989;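 active means activation at or above 40% of the spot to cytoplasm intensity ratio, with at least 20 cells analyzed; inconclusive means wells under 20 cells, flagged as cytotoxic or low count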;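 further: 0% = DMSO without peptide and 100% = 100 nM NTR1 peptide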
# Target sequence (P30989 whole entry, looked up): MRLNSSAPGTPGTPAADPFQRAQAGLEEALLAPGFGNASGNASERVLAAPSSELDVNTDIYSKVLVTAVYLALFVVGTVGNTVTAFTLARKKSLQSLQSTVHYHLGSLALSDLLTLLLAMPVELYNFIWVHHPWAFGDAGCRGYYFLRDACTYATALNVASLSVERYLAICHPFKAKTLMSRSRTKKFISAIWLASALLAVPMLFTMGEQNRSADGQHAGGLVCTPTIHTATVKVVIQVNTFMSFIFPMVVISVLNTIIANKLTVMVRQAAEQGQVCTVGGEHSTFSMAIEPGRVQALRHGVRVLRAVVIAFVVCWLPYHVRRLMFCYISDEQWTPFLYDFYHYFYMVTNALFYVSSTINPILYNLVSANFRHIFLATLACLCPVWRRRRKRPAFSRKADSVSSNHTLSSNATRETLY
# Siah-1 displacement: blockers of Siah-1 interaction with plectin peptide – biochemical, fluorescence polarization, rhodamine-plectin, uHTS, primary screen (AID 1817). Siah-1 / rhodamine-plectin peptide fluorescence polarization; higher % means a stronger effect. 0.02% of 290,000 active. displacement, % at 20 µM; hits with a dose series show IC50 in µM;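 active means displacement of at least 50% at 20 µM, with a fluorescence ratio check between 0.3 and a set limit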;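 further: plate controls were Siah plus tracer with DMSO for no effect and tracer alone without Siah for full effect; strong numbers were not always called active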
# RSV CPE inhibition: inhibition of RSV-induced cytopathic effect – HEp-2 cells, primary 10 µM value included (AID 2391) | 0.13% of 310,000 active | CPE inhibition, % at 10 µM, or IC50 in µM where a hit was titrated | HEp-2 cells, RSV-induced CPE inhibition; higher % means a stronger effect; in the data active means a potency from the dose series; inconclusive means CPE inhibition mostly from about 23% at the one dose, without a potency; inactive means the rest, 99 in 100 with CPE inhibition below about 21%; further: strong numbers were not always called active
# Large T inhibition: TAg ATPase/helicase activity blockers – biochemical (AID 1903); SV40 large T antigen ATPase/helicase inhibition assay; higher % means a stronger effect; inhibition, % at 20 µM; hits with a dose series show IC50 in µM; 0.39% of 310,000 active; in the data active means a potency from the dose series; inconclusive means inhibition mostly from about 32% at the one dose, without a potency; inactive means the rest, 99 in 100 with inhibition below about 32%; further: strong numbers were not always called active
# AID2073: disruptors of CaV2.2 binding to Mint1 – biochemical, HTRF (AID 2073); 0.19% of 290,000 active; HTRF protein-protein interaction, Mint1-CaV2.2; higher % means a stronger effect; inhibition, % at 20 µM; hits with a dose series show IC50 in µM; in the data active means inhibition mostly above about 51%, no sharp cut-off; inconclusive means no clear call, values can overlap the other calls; inactive means mostly below about 53%; further: some results filed as inactive read as strong as hits
# West Nile antiviral: West Nile virus antiviral activity, cell-based, CPE readout (AID 1621) | West Nile virus-infected cells, CPE inhibition; higher % means a stronger effect | CPE inhibition, % at 10 µM, or IC50 in µM where a hit was titrated | 0.02% of 290,000 active; in the data active means a potency from the dose series; inconclusive means CPE inhibition mostly from about 3.7% at the one dose, without a potency; inactive means the rest, 99 in 100 with CPE inhibition below about 2.2%; further: strong numbers were not always called active
# UTI89 phage lysis: inhibition of K1F phage lysis, E. coli UTI89, bacterial capsule biogenesis inhibitors, alamar blue (AID 488966); E. coli UTI89 K1F phage lysis, alamar blue, 2 h; higher % means a stronger effect; one-dose inhibition, % at 100 µM; IC50 in µM for titrated hits; 0.02% of 340,000 active;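 active means phage lysis inhibition, versus mean bacterial control, above a set limit; inconclusive means no clear call, values can overlap the other calls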;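 further: capsule biogenesis inhibitors block K1F phage lysis so surviving cells raise fluorescence; higher fluorescence means more inhibition of phage lysis; actives were called in the ten point dose series up to 300 µM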
# NTR1 ag cell count 20 µM: also measured in NTR1 ag; calls as there; cell count; measured here: cell count, cytotoxicity flag
# Dengue-2 NS5 capping pilot replicate: also measured in Dengue-2 NS5 capping; calls as there; inhibition, %; measured here: pilot screen replicate inhibition
# The depositor's hits bear a star; ? = inconclusive; nt = not tested or not shown; & = joins results of further samples; [ ] = another dose, or the depositor's remark.
SMILES,MgcRacGAP inhibition,Dengue-2 NS5 capping,NTR1 ag,NTR1 ag cell count 20 µM,Siah-1 displacement,RSV CPE inhibition,Large T inhibition,AID2073,West Nile antiviral,UTI89 phage lysis,others
COCCCNC(=O)/C(C#N)=C/c1ccc(OCC(=O)O)c(OC)c1,17%,8%,1.1,45,20%,1.2%,35%,18%,-0.6%,4.5%,
COC(=O)c1cc(NC(=O)C23CCC(C)(C(=O)O2)C3(C)C)cc(C(=O)OC)c1 (stereo not drawn),0%,-2%,-0.4,97,1%,0.2%,0%,-6%,0.1%,-1.6%,
C#CCSc1nnc(-c2sc3ccccc3c2Cl)o1,9%,-4%,1.1,74,-6%,2.6%,1%,-3%,nt,1.9%,
CCC(C)(C(=O)NC1CCCCC1)N(C(=O)CC1NC(=O)NC1=O)c1c(C)n(C)n(-c2ccccc2)c1=O (stereo not drawn),7%,-3%,0.1,58,2%,2.2%,22%,-5%,0.5%,0.3%,
NC(=O)CN1CCCN(S(=O)(=O)c2ccc(Br)cc2)CC1,6%,-4%,-4.6,88,-1%,0.4%,6%,-15%,0.3%,11%,
O=C(Cn1cccn1)c1ccccc1,5%,0%,-0.6,57,8%,0.1%,13%,12%,0.1%,0.2%,
CCCNC(=O)c1cccc(Cn2nc(C)c(Br)c2C)c1,1%,0%,-2.5,47,2%,14%,17%,1%,-0.5%,2.7%,
COc1ccc(-c2[nH]ncc2/C=C(/C#N)C(=O)NC2CCCCCC2)cc1,6%,-10%,1.5,69,4%,-1.5%,13%,8%,1.6%,-0.6%,
Cn1cnc2c1c(=O)n(Cc1c(Cl)cccc1Cl)c(=O)n2C,4%,-4%,1.4,63,0%,4.5%,4%,1%,-0.2%,0.0%,
Cc1ccc(NC(=O)CSc2nnc(-c3ccco3)c(-c3ccco3)n2)cc1,25%,14%,-1.0,79,3%,2.1%,?,18%,0.0%,-0.9%,
O=C(CN1CCN(Cc2ccccc2F)C1=O)NCCN1CCOCC1,-3%,1%,-1.6,92,4%,1.0%,8%,3%,0.2%,0.5%,
CC(=O)N=Cc1c(C)c(C#N)c(=O)n(C)c1O,0%,20%,1.2,38,3%,2.2%,10%,18%,1.3%,-1.0%,
COc1ccc(NC(=S)NCc2cccs2)c(OC)c1,8%,5%,0.7,85,-2%,1.0%,13%,-4%,-0.3%,0.4%,
CN(C)c1ccc(/C=N/NC(=O)c2ccccc2O)o1,12%,17%,0.1,85,3%,0.7%,6%,13%,0.9%,0.0%,
COC(=O)c1ccccc1NC(=O)N1CCN(c2ccccc2F)CC1,-5%,10%,0.3,85,-1%,0.5%,1%,-9%,0.2%,0.1%,
CCOC(=O)c1ccc(N=c2sc(C(=O)OC)cc(=O)n2CCCN2CCOCC2)cc1,13%&9%,-6%&-3%,6.0&5.2,64&30,7%&7%,4.4%&0.8%,16%&23%&0%,-2%&4%,0.3%&1.9%,-0.1%&5.7%,
CCc1cn(S(=O)(=O)c2ccccc2OC)nc1N,7%,-4%,0.5,58,4%,1.0%,10%,0%,0.1%,-1.9%,
CCOc1ccc(NC(=O)Cn2c(=O)oc3ccccc32)cc1,10%,-5%,-0.1,45,-3%,3.5%,8%,-3%,1.1%,0.5%,
Cc1ccn2c(C(=O)CSc3ccc(Cl)cc3)c(C)nc2c1,2%,-8%,3.3,51,8%,15%,4%,-9%,-0.4%,0.2%,
Cc1ccc(Cn2c(SC3CCOC3=O)nc3ccccc3c2=O)cc1 (stereo not drawn),1%,-3%,5.6,67,3%,0.4%,0%,12%,0.2%,1.4%[50 µM],
O=C(COC(=O)c1ccc([N+](=O)[O-])o1)c1ccccc1,7%,4%,-0.4,51,-3%,1.0%,4%,-8%,-0.3%,-12%,
COc1ccc(CCNC(=O)Cn2cnc3c(nnn3Cc3ccc(C)cc3)c2=O)cc1OC,-3%,-3%,1.0,53,-2%,-1.4%,16%,25%,-0.5%,0.3%,
COc1cccc(N2C(=O)c3ccncc3C2=O)c1,5%,-2%,-0.5,52,1%,2.8%,7%,6%,nt,-2.8%,
C/C=C/C(=O)OCC(=O)Nc1ccc(C)c(S(=O)(=O)N(C)C)c1,-3%,-4%,1.6,49,-1%,1.8%,8%,-2%,0.6%,1.7%,
Nc1nc(NC(=O)CCCC(=O)O)nn1-c1ccccc1,12%,-3%,-1.2,57,4%,-0.1%,2%,-3%,0.3%,0.5%,
COc1ccc2c(C(=O)c3ccc(C)cc3)n(CCC(N)=O)[n+]([O-])c2c1,-2%,-3%,0.9,98,-4%,0.5%,0%,-11%,1.3%,4.0%,
CCOc1ccc(S(=O)(=O)NCc2ccncc2)cc1,4%,-8%,-0.8,74,-3%,-1.8%,2%,-3%,0.0%,0.1%,
COc1cc(C(=O)O)c([N+](=O)[O-])c(OC)c1OC,8%,0%,1.6,47,5%,0.4%,11%,4%,0.3%,0.5%,
COc1cccc(NC(=O)CN(C)S(=O)(=O)/C=C/c2ccccc2)c1,8%,-2%,-0.2,43,nt,0.6%,nt,nt,nt,-0.2%,
NC(=O)NC(=O)COC(=O)c1ccc(Cl)c(S(=O)(=O)N(Cc2ccccc2)c2ccc(Cl)cc2)c1,4%,-2%,14,51,1%,6.0%,6%,17%,-0.2%,1.5%,
Cc1nn(CC(=O)Nc2ccc(S(N)(=O)=O)cc2)c(=O)c2ccccc12,12%,-8%,0.4,52,-4%,-0.7%,-8%,2%,0.2%,0.2%,
CCN(C[C@H]1N[C@@](Cc2ccccc2)(C(=O)OC)[C@H]2C(=O)N(Cc3ccccc3)C(=O)[C@@H]12)S(=O)(=O)c1ccc(OC)cc1,3%,-4%,1.8,38,nt,nt,nt,nt,nt,-0.1%,Dengue-2 NS5 capping pilot replicate=-4.2
COc1ccc(CNS(=O)(=O)c2ccc(OC)cc2)cc1,7%,-3%,-1.6,34,2%,-0.4%,2%,4%,-0.1%,0.4%,
CCCc1[nH]nc2c1C(c1ccc(OCCN3CCOCC3)c(OC)c1)C(C#N)=C(N)O2 (stereo not drawn),7%,-4%,1.7,76,-3%,1.0%,10%,-1%,-0.4%,1.6%,
N#Cc1cnc(N)c(Br)c1,-3%,-3%,-0.8,39,6%,0.7%,10%,-4%,0.3%,-0.1%,
CC(C)=CCC/C(C)=C/CNC(=O)CC1C[C@H](C(=O)N2CCOCC2)[C@@]2(C)c3[nH]c4ccccc4c3CCN2C1=O (stereo partly drawn),7%,2%,3.7,59,nt,nt,nt,nt,nt,0.1%,Dengue-2 NS5 capping pilot replicate=-0.3
CC(C)(C)/C(O)=C/c1nc2ccccc2[nH]c1=O,6%,-9%,5.1,69,1%,1.8%,20%,7%,-0.4%,2.2%[50 µM],
CN(Cc1ccccc1)S(=O)(=O)c1ccc(Cl)c(C(=O)N2CCC2)c1,2%,2%,0.5,67,nt,1.6%,nt,nt,nt,0.4%[50 µM],
CCOC(=O)N1CCN(CC(O)COc2ccc(C)c(C)c2)CC1 (stereo not drawn),8%,2%,0.7,58,-3%,0.0%,10%,0%,-0.4%,0.2%,
Cn1ccnc1SCC(=O)Nc1nc2ccccc2s1,0%,-9%,0.4,42,2%,2.2%,-14%,-5%,0.2%,-0.1%,

# Five consecutive compounds from above:
SMILES,MgcRacGAP inhibition,Dengue-2 NS5 capping,NTR1 ag,NTR1 ag cell count 20 µM,Siah-1 displacement,RSV CPE inhibition,Large T inhibition,AID2073,West Nile antiviral,UTI89 phage lysis,others
CC(C)=CCC/C(C)=C/CNC(=O)CC1C[C@H](C(=O)N2CCOCC2)[C@@]2(C)c3[nH]c4ccccc4c3CCN2C1=O (stereo partly drawn),7%,2%,3.7,59,nt,nt,nt,nt,nt,0.1%,Dengue-2 NS5 capping pilot replicate=-0.3
CC(C)(C)/C(O)=C/c1nc2ccccc2[nH]c1=O,6%,-9%,5.1,69,1%,1.8%,20%,7%,-0.4%,2.2%[50 µM],
CN(Cc1ccccc1)S(=O)(=O)c1ccc(Cl)c(C(=O)N2CCC2)c1,2%,2%,0.5,67,nt,1.6%,nt,nt,nt,0.4%[50 µM],
CCOC(=O)N1CCN(CC(O)COc2ccc(C)c(C)c2)CC1 (stereo not drawn),8%,2%,0.7,58,-3%,0.0%,10%,0%,-0.4%,0.2%,
Cn1ccnc1SCC(=O)Nc1nc2ccccc2s1,0%,-9%,0.4,42,2%,2.2%,-14%,-5%,0.2%,-0.1%,

# More compounds:
SMILES,MgcRacGAP inhibition,Dengue-2 NS5 capping,NTR1 ag,NTR1 ag cell count 20 µM,Siah-1 displacement,RSV CPE inhibition,Large T inhibition,AID2073,West Nile antiviral,UTI89 phage lysis,others
CCCNC(=O)c1ccc2c(c1)C1C3CCC(C3)C1C(c1ccccc1)N2 (stereo not drawn),7%,-2%,-1.1,84,1%,17%,10%,9%,-0.6%,2.4%,
COc1ccccc1CN(C)C(=O)c1ccccc1SCC(=O)N1CCCC1,-1%,-3%,0.2,57,nt,2.1%,nt,nt,nt,1.0%[50 µM],
CCOc1ccc(-c2nc(C#N)c(N3CCCCCC3)o2)cc1,3%,-2%,-1.4,56,-2%,3.5%,10%,5%,-0.2%,0.1%,
O=C(CNC(=O)C1CCCCC1)OCC(=O)c1ccc(Br)cc1,7%,-1%,0.0,45,2%,nt,nt,-3%,-0.5%,0.0%,
O=[N+]([O-])c1cccc(C2=NC(c3ccccc3)CO2)c1 (stereo not drawn),6%,-8%,0.2,95,5%,-1.6%,5%,-10%,-0.5%,2.4%,
Cc1ccc(CN2CCN(C(=O)CCc3ccccc3)CC2)cc1,11%,-8%,0.7,62,-4%,-1.2%,16%,-3%,-1.1%,0.1%,Dengue-2 NS5 capping pilot replicate=-7.3
COc1ccccc1N1C(=O)C2C(c3ccc(F)cc3)NN(C(=O)c3ccc(C)cc3)C2C1=O (stereo not drawn),9%,-5%,-0.1,51,0%,-1.6%,7%,-7%,-0.2%,0.6%[50 µM],
COc1ccc(CNc2nc(NCc3ccc(OC)cc3)c3[nH]cnc3n2)cc1,-2%,41%,6.4,60,9%,-1.4%,7%,6%,0.3%,1.1%,
O=C(NCc1ccccn1)c1cc(S(=O)(=O)N2CCCCCC2)ccc1Cl,3%,1%,-0.3,63,3%,3.3%,26%,-3%,-0.2%,0.0%,
CCOc1cc(C(=O)NCCCn2ccnc2)cc(OCC)c1OCC,1%,-6%,-1.6,73,-3%,0.8%,0%,2%,-0.4%,4.4%,
COc1ccccc1C(=O)NCCC(=O)Nc1ncccc1C,11%,3%,-0.7,68,3%,1.8%,2%,-4%,0.5%,0.0%,
CCCCn1c(=O)[nH]c(=O)c2c1nc(-c1ccsc1)n2Cc1ccccc1,5%,3%,5.5,54,1%,2.5%,2%,-3%,0.3%,3.8%[50 µM],
COc1ccc(-c2cc(CNS(=O)(=O)c3ccccc3)on2)cc1,3%,-4%,0.7,29,-4%,6.5%,7%,-2%,-0.8%,-1.9%,
